Apoferritin bind – qHTS Assay for Identification of Novel General Anesthetics. Ferritin light chain (Equus caballus), P02791. apoferritin/1-aminoanthracene competitive binding, fluorescence. Potency, µM (series often up to 77.5 µM), without a hit: top-dose activity change, negative = displacement, most hits filed as inhibitors. 0.074% of 350,000 active; also: % is scaled to controls: 0 for no effect and ±100 for the full control effect; nearly all actives have a fitted effect of over 20% in size
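Concentration-response curves derived by four-parameter Hill fitting of normalized fluorescence, where compounds displaced 1-AMA from 10 uM horse apoferritin following a brief 10 min room-temperature incubation; propofol titration acted as positive control.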
BLM helicase inh – qHTS Assay for Inhibitors of Bloom's syndrome helicase (BLM). RecQ-like DNA helicase BLM (Homo sapiens), P54132. recombinant BLM DNA unwinding, fluorescence dequenching. Potency, µM (doses to about 56.1 µM), for the others: at the highest dose activity change, negative = inhibition, actives largely listed as inhibitors. 0.2% of 350,000 active. AID 2528, 2010;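 also: plate controls were vehicle for no effect and no enzyme for full effect; nearly all actives have a fitted effect of over 35% in size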
POLK inh – qHTS for Inhibitors of Polymerase Kappa; purified Pol kappa, fluorescent DNA synthesis assay, 10 min; 0.53% of 400,000 active; Potency, µM (top dose mostly 107 µM), for the others: at the top dose activity, negative = inhibition, actives largely listed as inhibitors; AID 588579, 2011; also: % is scaled to controls: 0 for no effect and ±100 for the full control effect
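10 nM Pol kappa preincubated 15 min at room temperature with compounds, then reaction started with substrate at 50 nM final. Fluorescence read kinetically at 0 and 10 min; buffer-only wells served as negative control.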
APE1 inh – qHTS Assay for Inhibitors of the Human Apurinic/apyrimidinic Endonuclease 1 (APE1); DNA repair nuclease/redox regulator APEX1 (Homo sapiens), P27695; recombinant APE1, TAMRA/BHQ-2 abasic DNA cleavage fluorescence; Potency, µM (titrated, usually from 65.8 µM), without a hit: at the top dose activity change, negative = inhibition, hits mostly inhibitors; 0.35% of 350,000 active;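 also: plate controls were vehicle for no effect and reference inhibitor for full effect; nearly all actives have a fitted effect of over 55% in size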
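Measures dequenching upon AP-site incision of a 5'-TAMRA/3'-BHQ-2 THF-containing duplex, 50 nM; human APE1 0.75 nM after 15 min room-temperature exposure to compound; kinetic three-point read at one-minute spacing.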
G9a inh – qHTS Assay for Inhibitors of Histone Lysine Methyltransferase G9a. Histone-lysine N-methyltransferase EHMT2 (Homo sapiens), Q96KQ7. G9a H3K9 monomethylation, AlphaScreen, 2 h. Potency, µM (doses to about 102 µM), inactives show at the highest dose activity, negative = inhibition, most hits filed as inhibitors. 8.8% of 350,000 active. AID 504332, 2011; also: % is scaled to controls: 0 for no effect and ±100 for the full control effect; nearly all actives have a fitted effect of over 75% in size
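Chemiluminescent proximity detection of H3K9 monomethylation, read after 10 min bead incubation in the dark. Reaction: 20 nM G9a, 500 nM biotin-H3K9 peptide, 20 uM SAM cofactor, 2 h, room temperature, following 15 min enzyme-compound preincubation.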
POLH inh – qHTS for Inhibitors of Polymerase Eta. 1.2% of 390,000 active. DNA polymerase eta (Homo sapiens), Q9Y253. recombinant Pol eta, fluorescent DNA replication assay. AID 588591, 2011. Potency, µM (top dose mostly 114 µM), for inactives: at the highest dose activity change, negative = inhibition, actives largely listed as inhibitors; also: % is scaled to controls: 0 for no effect and ±100 for the full control effect
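Pol eta at 10 nM preincubated with compounds 15 min at room temperature; reaction started with fluorescent substrate (50 nM final) and read kinetically at 0 and 10 min.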
Pol iota inh – qHTS for Inhibitors of Polymerase Iota. Potency, µM (doses to about 115 µM), without a hit: at the highest dose activity, negative = inhibition, actives largely listed as inhibitors. AID 588590, 2011. Pol iota fluorescent replication assay, 10 min. 1% of 390,000 active. DNA polymerase iota (Homo sapiens), Q9UNA4
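Pol iota at 10 nM preincubated 15 min with compounds at room temperature; reaction started with fluorescent substrate, 50 nM final. Fluorescence read kinetically at 0 and 10 min; buffer-only wells as negative control.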
POLB inh – qHTS Assay for Inhibitors of DNA Polymerase Beta | 1.3% of 340,000 active | P06746 | Pol beta primer extension/strand displacement, fluorescence kinetic | AID 485314, 2010 | Potency, µM (top dose mostly 114 µM), inactives show at the highest dose activity change, negative = inhibition, hits mostly inhibitors; also: % is scaled to controls: 0 for no effect and ±100 for the full control effect
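Pol beta (10 nM) and compounds were preincubated 15 min at room temperature, then 50 nM substrate (final) started primer extension/strand displacement. Reads were taken at 0 and 10 min; concentration-response data were fitted to a four-parameter Hill equation.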
BAZ2B inh – qHTS Assay for Inhibitors of BAZ2B; 4.4% of 360,000 active; Potency, µM (doses to about 114 µM), for inactives: at the top dose activity change, negative = inhibition, actives largely listed as inhibitors; AlphaScreen BAZ2B-H3K14Ac peptide displacement; Bromodomain adjacent to zinc finger domain protein 2B (Homo sapiens), Q9UIF8; also: % is scaled to controls: 0 for no effect and ±100 for the full control effect; nearly all actives have a fitted effect of over 60% in size
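Compounds, titrated to a top concentration of 110 uM, were incubated 30 min at room temperature with preformed BAZ2B/acetyl-K14 H3 peptide complex (50 nM each). Proximity signal was measured by AlphaScreen after 20 min with beads.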
* = called active by the depositor; ? = inconclusive; nt = no result given; & = joins results of further samples; [ ] = another dose, or the depositor's remark. Calls follow the shape of the dose curve; as a rule, active = well fitted curve in the direction sought with a large enough effect; inconclusive = small, poorly fitted or top-dose-only effect, or another doubt; inactive = no such curve, though single readings can be large; an effect the other way counts as inactive or inconclusive. Potency is read from the fitted curve at half-maximal effect.

SMILES	Apoferritin bind	BLM helicase inh	POLK inh	APE1 inh	G9a inh	POLH inh	Pol iota inh	POLB inh	BAZ2B inh
O=C(CN1CSCC1=O)N1CCN(S(=O)(=O)c2cc(C(F)(F)F)ccc2Cl)CC1	nt	nt	-4%	-2%	9%	-19%	34%[activator]	nt	-3%
Cn1c(NC(=O)c2ccccc2)c(-c2ccccn2)c(=O)c2ccccc21	-10%	-4%	-5%	7%	?	-17%	49%[activator]	1%	8%
C=CCn1c(Sc2nncn2C)nc2c1c(=O)[nH]c(=O)n2C	-4%	-1%	0%	-3%	3%[59 µM]	-5%	7%	-9%	-2%
COc1ccc(C2C(C(C)=O)=C(O)C(=O)N2c2ccc(C)cc2)cc1 (stereo unspecified)	4%	-3%	5%	-15%	?	-14%	?	34%	?
COc1ccc(NC(=O)CN2CC(c3ccccc3)CC2=O)cc1OC (stereo unspecified)	-5%	-1%	-12%	0%	-7%[59 µM]	-20%	10%	1%	2%
OC1CCCCC1	nt	nt	-11%	-6%&-1%	13%[0.501 µM]	-7%	-10%	nt	-3%
Cc1c(Cl)ccc2c(C(=O)Nc3cc(C(C)(C)C)on3)cc(-c3ccccn3)nc12	-18%	-5%	0%	2%	-12%	-15%	0%	26%	-19%
Cc1ccc(Cl)c2sc(NC(=O)c3ccc(S(=O)(=O)N4CCCC4)cc3)nc12	1%	-3%	-9%[60.1 µM]	nt	-3%[59 µM]	-8%	6%	8%	-4%
O=C(NCCN1CCOCC1)c1cc(S(=O)(=O)NCCCN2CCCC2=O)ccc1Cl	12%	3%	3%	7%	2%[12.7 µM]	-8%	0%	0%	-2%
CCCc1cc(C(=O)Nc2sc(C)c(C)c2C(=O)OCC)no1	-4%	1%	20%	-10%	10µM*	-6%	16%	11%	-1%
O=C(NC1CCCCCC1)C1CC(=O)N(c2ccc(Cl)cc2)C1 (stereo unspecified)	-12%	-1%	-2%	22%	-20%	-18%	16%	-22%	-2%
COc1ccc(C(C(=O)NCC2CCCO2)N(Cc2ccc(F)cc2)C(=O)CNC(=O)c2ccco2)cc1OC (stereo unspecified)	?	-1%	3%	14%	-31%	2%	-9%	10%	2%
COc1ccc(COCC(O)CN2CCc3ccccc3C2)cc1OC (stereo unspecified)	-11%	-4%	2%	0%	-42%	-12%	157%[activator]	-25%	-21%
COc1ccc(CCN(C)C(=O)COc2ccc(C(=O)c3ccccc3)cc2)cc1OC	nt	nt	-12%	33%	11%[2.33 µM]	-15%	18%	nt	4%
COc1cccc(C(=O)COC(=O)c2n[nH]c(=O)c3ccccc23)c1	-9%	-2%	-14%	-8%	-1%	-6%	39%[activator]	-28%	-15%
CCn1cc(C(=O)Nc2cccc(C(=O)OC)c2)c(=O)c2ccc(C)nc21	1%	1%	-2%	16%	?	2%	-2%	1%	6%
CC1CCc2c(sc3nnn(CC(=O)Nc4cccc(C(F)(F)F)c4)c(=O)c23)C1 (stereo unspecified)	-10%	-13%	-14%	nt	-29%[59 µM]	-16%	185%[activator]	10%	-11%
O=C(O)CCCC(=O)N1CCc2cc(S(=O)(=O)NCc3ccc(F)cc3)ccc21	-1%	-14%	8%	19%	-14%	2%	34%	39%	8%
O=C(Nc1ccc(Br)cc1)C1OCCc2ccccc21 (stereo unspecified)	-2%	-7%	-11%	0%	-95%	-16%	7%	-7%	-15%
O=C(Nc1ccc(C(=O)OCc2cc(=O)n3c4c(sc3n2)CCCC4)cc1)c1ccc(F)cc1	-16%	-6%	-11%[60.1 µM]	nt	-3%[12.7 µM]	-6%	25%	-11%	-11%
COc1cc(/C=N/Nc2nc3ccccc3s2)ccc1OC(=O)c1ccccc1F	-1%	1%	-20%	5%	9%[59 µM]	-13%	-12%	0%	?
CC(=O)Nc1ccc(Nc2nc(-c3sc(C)nc3C)cs2)cc1	-10%	-7%	-22%	30%	?	-6%	58%[activator]	-15%	?
O=C(OCC(=O)N(CCc1ccccc1)Cc1ccccc1)c1ccccc1NCCO	264%[activator]	-13%	-8%	8%	8%	-15%	-3%	-3%	11%
CC(C)CNC(=O)c1ccc(NC(=O)c2cccs2)cc1	-9%	-1%	0%	0%	32%[59 µM]	-15%	4%	7%	9%
CC(C)C(CC(=O)N1CCCCC1)C1CCOC(C)(C)C1 (stereo unspecified)	11%	-7%	-18%	2%	4%[59 µM]	0%	0%	28%	1%

Marked active in G9a inh (from the list above):
canonical_smiles,BLM helicase inh,POLK inh,APE1 inh,G9a inh,POLH inh,Pol iota inh,POLB inh,BAZ2B inh
CCCc1cc(C(=O)Nc2sc(C)c(C)c2C(=O)OCC)no1,1%,20%,-10%,10µM*,-6%,16%,11%,-1%

New compounds follow:
SMILES	Apoferritin bind	BLM helicase inh	POLK inh	APE1 inh	G9a inh	POLH inh	Pol iota inh	POLB inh	BAZ2B inh
NC(=O)C1CCN(C(=O)C2CCC(=O)N(CC3CCCCC3)C2)CC1 (stereo unspecified)	-2%	-3%	6%	55%	14%	0%	47%[activator]	14%	-11%
O=C(N/C(=C/c1ccco1)C(=O)N1CCCCCC1)c1cccs1	-10%	-6%	-37%	-3%	?	5%	?	2%	-11%
CCN(CC)C(=O)c1cccc(-c2ccc(OC)cc2)c1	-6%	2%	-8%	-4%	-1%[12.7 µM]	-16%	12%	-18%	4%
COc1cccc(-c2cn3nc(C)c(C)nc3n2)c1	0%	0%	-4%	2%	20µM*	-12%	20%	10%	12%
CCN(c1ccccc1)S(=O)(=O)c1ccc(F)cc1C	5%	-3%	-19%	0%	43%[59 µM]	-7%	3%	10%	88%[activator]
Cc1nn(C(C)(C)C)c(C)c1/C=N/OC(=O)Nc1ccc(Cl)cc1	-23%	7%	-19%	0%	3%	-1%	8%	-27%	-15%
CCc1nc(SCc2ccccn2)[nH]c(=O)c1C	-2%	-5%	-6%	1%	-48%	-23%	86%[activator]	0%	-6%
Cc1cc(C)cc(-n2ccnc(NCCc3ccccc3)c2=O)c1	-6%	-2%	-13%	nt	-5%[59 µM]	-13%	2%	13%	-33%
COc1cccc(N2CCN(C(c3ccccn3)c3nnnn3C(C)(C)C)CC2)c1 (stereo unspecified)	-12%	-2%	-13%	-4%	?	-13%	7%	17%	0%
CCOc1cc(C(C(=O)NCC2CCCO2)N(C(=O)Cn2nnc3ccccc32)c2ccc(OC)c(OC)c2)ccc1O (stereo unspecified)	1%	2%	3%	19%	45µM*	-14%	65%[activator]	-19%	-1%
COc1cnn(-c2ccccc2)c(=O)c1SCc1ccc(Cl)cc1Cl	-21%	-7%	-11%	11%	33%[12.7 µM]	0%	-2%	19%	13%
O=C(c1cc(-c2cccs2)nc2ccccc12)N1CCN(c2ccccc2O)CC1	-17%	-9%	-2%	-7%	?	-26%	-4%	-7%	nt
COc1ccc(Cl)cc1NC(=O)CN1CCC(n2nnc3ccccc32)CC1	-7%	-4%	-1%	6%	-13%[59 µM]	-11%	22%	5%	2%
CN(CC(=O)NCCCn1ccnc1)S(=O)(=O)c1ccc(Cl)cc1	nt	nt	-4%	-6%	nt	4%	?	nt	nt
NS(=O)(=O)c1ccc(CNC(=O)c2ccc3c(c2)OCO3)cc1	nt	nt	0%	30%	nt	-1%	8%	nt	nt
COc1cc(C)nc(N2CCCC(C(=O)Nc3cc(Cl)ccc3OC)C2)n1 (stereo unspecified)	-4%	-8%	-14%	-9%	45%	-4%	1%	1%	1%
NC(=O)c1c(NC(=O)C(=O)N2CCOCC2)sc2c1CCCC2	-1%	0%	7%	18%	9%[59 µM]	-12%	-3%	32%	-14%
Nc1nnc(CCOc2ccccc2Cl)s1	?	-2%	-3%	0%	8%	0%	10%	1%	-4%
Cc1cc(C(C)(C)C)ccc1OCCOCCN1CCCC1	?	2%	0%	2%	?	1%	110%[activator]	-23%	?
Cc1ccccc1-c1noc(-c2ccc(N3CCCC3)c([N+](=O)[O-])c2)n1	-5%	-4%	-14%	nt	?	-17%	19%	-25%	-2%
COc1ccc(NC(=O)/C=C/c2ccccc2[N+](=O)[O-])c(OC)c1	-16%	-1%	-23%	-7%	-9%[59 µM]	-17%	4%	23%	-36%
Cc1nn(Cc2ccc(Cl)cc2Cl)c(Cl)c1/C=N/NC(=O)CNc1cccc(C(F)(F)F)c1	-5%	3%	nt	19%	28%[59 µM]	nt	nt	33%	2%
O=C(CS(=O)(=O)c1ccccc1)Nc1nnc(C(F)(F)F)s1	-1%	-2%	-10%	39%	?	-20%	28%	14%	1%
CCOC(=O)CC1C(=O)NCCN1C(=O)c1cc2c(=O)n3cccc(C)c3nc2s1 (stereo unspecified)	347%[activator]	-8%	-16%	-6%	?	-7%	50%	31%	2%
COc1ccc(NC(=O)CSc2c(C)nn(-c3nnc(C)c(=O)[nH]3)c2C)cc1	7%	-5%	-3%	-1%	13µM*	-12%	?	-26%	32µM*
CC(=O)NCCC(=O)Nc1ncc(S(=O)(=O)c2ccc([N+](=O)[O-])cc2)s1	nt	nt	-10%	2%	-33%[2.33 µM]	-2%	-1%	nt	-33%

One compound at a time (already shown):
COc1cccc(-c2cn3nc(C)c(C)nc3n2)c1 in the list: Apoferritin bind: 0%; BLM helicase inh: 0%; POLK inh: -4%; APE1 inh: 2%; G9a inh: 20µM*; POLH inh: -12%; Pol iota inh: 20%; POLB inh: 10%; BAZ2B inh: 12%
CCN(c1ccccc1)S(=O)(=O)c1ccc(F)cc1C in the list: Apoferritin bind: 5%; BLM helicase inh: -3%; POLK inh: -19%; APE1 inh: 0%; G9a inh: 43%[59 µM]; POLH inh: -7%; Pol iota inh: 3%; POLB inh: 10%; BAZ2B inh: 88%[activator]

Assay outcomes (PubChem BioAssay)

A portion of the library; the hit share may differ from the screen's.
